GRIN3A LBD mod = NR3A (human) ligand-binding domain modulation; NR3A LBD differential scanning fluorimetry, Tm shift; 0% = protein alone, 100% = glycine-bound protein; Tm shift relative to glycine control, % at 25 µM; 340,000 compounds, 2.5% hits;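 active = melting temperature shift of at least 10% of the positive control shift, at one fixed dose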
tim23-1 inh = inhibits growth of tim23-1 mutant yeast; inhibition, % at 20 µM; S. cerevisiae tim23-1 growth, BacTiter-Glo luminescence, 24 h; 330,000 compounds, 1.3% hits;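 active = growth inhibition of the mutant yeast at or above 50%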;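 also: temperature-sensitive mutant grown at 25 °C; plate controls were DMSO-treated mutant yeast for no effect and medium wells lacking yeast for full effect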
tim10-1 inh = growth inhibitors of tim10-1 mutant yeast; S. cerevisiae tim10-1 ts strain growth, BacTiter-Glo, 24 h; inhibition, % at 20 µM; 330,000 compounds, 2.2% hits;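 active = inhibition of at least 40%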;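 also: mutant grown at 25 °C; 0% = DMSO wells with yeast and 100% = wells holding no yeast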
TIM10 inh = inhibits growth of TIM10 yeast strain | inhibition, % at 10 µM | S. cerevisiae TIM10 strain growth, BacTiter-Glo luminescence, 24 h | 330,000 compounds, 1.4% hits;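 active = inhibition of 40% or more at the single tested concentration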;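 also: wild-type TIM10 isogenic control strain grown at permissive 25 °C; 0% = DMSO yeast wells and 100% = minimal medium wells without yeast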
XBP1 UPR activ = adaptive UPR (XBP1) activation | CHO-XBP1 luciferase reporter, IRE1-XBP1 UPR activation, luminescence; percent of tunicamycin response, DMSO as zero | activation, % at 20 µM | 330,000 compounds, 0.33% hits;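 active = versus positive control, 20 µM dose yields 30% or more activation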;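 also: 100% = tunicamycin at 10 µg/mL and 0% = DMSO only wells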
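Material: CHO cell line with stable XBP1 luciferase reporter; buffer or medium: F12 medium containing 10% fetal bovine serum; compound: single point, 20 µM final compound, 1% DMSO; incubation: 6 h treatment, 37 °C; measured by: glow luminescence from Steady-Glo reagent; evaluation: activation, % of tunicamycin; control set: tunicamycin high, DMSO low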
Mdm2 MdmX PPI = inhibitors of human Mdm2/MdmX interaction; O15151+Q00987; SaOS-2 split-luciferase Mdm2/MdmX complementation, luminescence; inhibition, % at 8 µM; 330,000 compounds, 3% hits; AID 485346;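 active = inhibition of at least 50% at 8 µM in the primary screen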
Target sequence (O15151 whole entry, looked up): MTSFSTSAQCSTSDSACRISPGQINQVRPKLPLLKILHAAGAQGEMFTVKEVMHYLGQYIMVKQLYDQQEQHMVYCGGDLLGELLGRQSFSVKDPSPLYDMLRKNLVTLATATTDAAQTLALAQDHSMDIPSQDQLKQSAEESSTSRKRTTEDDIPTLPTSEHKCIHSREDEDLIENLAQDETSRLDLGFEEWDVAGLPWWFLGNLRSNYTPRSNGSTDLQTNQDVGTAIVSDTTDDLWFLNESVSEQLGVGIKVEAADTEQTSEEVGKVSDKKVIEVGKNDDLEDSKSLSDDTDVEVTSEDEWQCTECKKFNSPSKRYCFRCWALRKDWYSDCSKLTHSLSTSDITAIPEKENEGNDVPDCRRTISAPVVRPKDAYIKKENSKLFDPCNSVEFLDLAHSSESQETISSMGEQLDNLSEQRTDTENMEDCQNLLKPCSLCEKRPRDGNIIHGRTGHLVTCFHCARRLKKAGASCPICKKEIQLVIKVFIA
Target sequence (Q00987 whole entry, looked up): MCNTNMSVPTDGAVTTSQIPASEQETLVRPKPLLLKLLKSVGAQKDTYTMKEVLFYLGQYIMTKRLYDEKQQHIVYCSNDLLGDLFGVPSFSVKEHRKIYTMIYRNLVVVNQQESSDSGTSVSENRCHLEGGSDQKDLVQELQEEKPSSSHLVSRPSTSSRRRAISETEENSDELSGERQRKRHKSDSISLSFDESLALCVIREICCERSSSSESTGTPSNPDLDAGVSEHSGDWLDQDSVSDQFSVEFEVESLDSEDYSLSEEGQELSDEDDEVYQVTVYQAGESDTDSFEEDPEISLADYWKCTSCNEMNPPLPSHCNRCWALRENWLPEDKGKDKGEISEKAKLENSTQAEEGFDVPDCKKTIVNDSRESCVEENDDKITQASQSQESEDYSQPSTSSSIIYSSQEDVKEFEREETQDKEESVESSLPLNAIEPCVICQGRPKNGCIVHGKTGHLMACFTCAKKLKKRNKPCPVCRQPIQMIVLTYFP
NALP3 yeast inh = NALP3 inhibition in yeast; Yeast reconstituted NLRP3/ASC/caspase-1, beta-gal luminescence, 24 h; inhibition, % at 10 µM; 330,000 compounds, 0.39% hits;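 active = inhibition of 50% or more; inactive = inhibition below 50%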;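 also: plate controls were induced DMSO wells for no effect and uninduced yeast grown without galactose for full effect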
APJ ag = activates the human apelin receptor APJ | P35414 | CHO-K1 APJ PathHunter beta-arrestin, luminescence; 0% DMSO wells, 100% apelin | activation, % at 20 µM | 330,000 compounds, 0.11% hits;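 active = activation more than six SD over the plate average, tested at 20 µM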;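 also: 0% = DMSO alone and 100% = apelin-13 at 10 nM; some results filed as inactive read as strong as hits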
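Assay system: engineered CHO-K1 APJ arrestin reporter cells; Amount: 1000 CHO-K1 reporter cells seeded per well; Dosing: one dose, 20 µM compound, 1% DMSO; Times: compound stimulation 90 min at 25 °C, detection 60 min; Measured by: luminescent beta-gal fragment complementation, chemiluminescent substrate; Read-out: APJ–arrestin association signal; Controls: DMSO vs Apelin-13 10 nM.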
CHOP UPR activ = activators of apoptotic arm of unfolded protein response (CHOP); CHO-CHOP luciferase reporter, UPR activation, luminescence; percent of tunicamycin response over DMSO baseline; activation, % at 10 µM; 330,000 compounds, 0.34% hits; AID 449763;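 active = at 10 µM dose, activation of 40% or more, normalized to positive control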;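 also: 100% = tunicamycin at 10 µg/mL and 0% = DMSO alone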
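System: CHO CHOP reporter cells. Amount: 500 cells per well. Buffer or medium: F12 medium, 10% FBS. Compound dosing: one dose, 10 µM in 0.5% DMSO. Incubation: 6 h compound exposure at 37 °C after overnight seeding. Technique: Steady-Glo luciferase luminescence. Benchmarks: tunicamycin and DMSO controls.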
* hit, by the source's call; · = no result given.

SMILES	GRIN3A LBD mod	tim23-1 inh	tim10-1 inh	TIM10 inh	XBP1 UPR activ	Mdm2 MdmX PPI	NALP3 yeast inh	APJ ag	CHOP UPR activ
Oc1c(C(c2cccs2)N2CCN(c3cccc(Cl)c3)CC2)sc2ncnn12 (stereo unspecified)	-6.2	10.5	-3.1	3.2	-3.2	21.1	12.6	-5.7	0.2
COC(=O)N/N=C/c1cc(Cl)c(OCc2ccc(F)cc2)c(OC)c1	-7.5	-4.5	7.6	6.2	3.5	24.5	18.2	1.2	-0.3
Cc1ccccc1NC(=S)NNC(=O)c1csc2c1CCC(C)C2 (stereo unspecified)	-7.0	15.2	39.1	30.4	-3.7	38.1	4.6	-5.6	-1.7
COc1cc2c(C(=O)N3CCN(c4ccccc4F)CC3)cn(C)c(=O)c2cc1OC	-0.5	13.3	5.3	-4.9	0.0	-1.1	22.1	-2.3	-0.4
CCOc1ccc(CCNC(=O)C2CCN(c3nnc(-n4cccc4)s3)CC2)cc1	-0.7	-5.4	-4.4	-4.6	0.3	13.4	10.9	-4.1	-0.2
COCCNC(=O)/C(C#N)=C/C=C/c1ccccc1	-1.5	20.5	22.6	3.1	2.0	-24.8	-6.1	-1.4	0.6
O=C(c1ccco1)N1CCCC(c2nc3c(nnn3Cc3ccc(Cl)cc3Cl)c(=O)[nH]2)C1 (stereo unspecified)	-2.0	8.1	-7.5	12.0	-6.0	22.0	17.9	-0.6	2.4
COc1ccc(CCNc2ncnc3c2nnn3Cc2ccccc2)cc1	-0.5	17.1	21.3	8.3	-2.2	10.2	21.6	1.2	1.9
Cc1ccc(NC(=O)CSc2nnc(-c3ccncc3)n2C)cc1C	0.1	20.0	7.3	0.9	0.2	-29.4	14.8	-2.0	0.0
CN(C(=O)Cn1cnc2sccc2c1=O)C1CCCCC1	1.1	4.2	-13.2	3.6	-2.7	-16.1	20.0	-1.8	-1.5
COc1cc(NC(=O)c2ccc(S(=O)(=O)N(C)c3ccccc3OC)cc2)cc(OC)c1	-3.4	28.6	18.6	16.6	-5.1	28.3	-2.9	1.7	-1.7
O=[N+]([O-])c1ccccc1S(=O)(=O)n1nnc2ccccc21	-2.1	7.7	7.8	5.8	-1.4	-7.4	-1.6	-1.0	0.9

Compound profiles, as listed above:
Results for CN(C(=O)Cn1cnc2sccc2c1=O)C1CCCCC1 : GRIN3A LBD mod = 1.1; tim23-1 inh = 4.2; tim10-1 inh = -13.2; TIM10 inh = 3.6; XBP1 UPR activ = -2.7; Mdm2 MdmX PPI = -16.1; NALP3 yeast inh = 20.0; APJ ag = -1.8; CHOP UPR activ = -1.5
Results for COCCNC(=O)/C(C#N)=C/C=C/c1ccccc1 : GRIN3A LBD mod = -1.5; tim23-1 inh = 20.5; tim10-1 inh = 22.6; TIM10 inh = 3.1; XBP1 UPR activ = 2.0; Mdm2 MdmX PPI = -24.8; NALP3 yeast inh = -6.1; APJ ag = -1.4; CHOP UPR activ = 0.6

Taken from above.
CCOc1ccc(CCNC(=O)C2CCN(c3nnc(-n4cccc4)s3)CC2)cc1 | GRIN3A LBD mod = -0.7
COc1cc(NC(=O)c2ccc(S(=O)(=O)N(C)c3ccccc3OC)cc2)cc(OC)c1 | GRIN3A LBD mod = -3.4
Oc1c(C(c2cccs2)N2CCN(c3cccc(Cl)c3)CC2)sc2ncnn12 (stereo unspecified) | TIM10 inh = 3.2

Further records follow.
SMILES	GRIN3A LBD mod	tim23-1 inh	tim10-1 inh	TIM10 inh	XBP1 UPR activ	Mdm2 MdmX PPI	NALP3 yeast inh	APJ ag	CHOP UPR activ
COc1ccc(N2CCN(C3CCCN(C(=O)CN4CCOC4=O)C3)CC2)cc1 (stereo unspecified)	0.5	-9.6	-8.9	6.1	-3.4	25.4	14.3	-1.2	0.0
COc1ccc(/C=C(/NC(=O)c2ccccc2)C(=O)NCc2ccncc2)cc1	-2.0	4.8	4.3	6.5	-4.1	-0.4	4.3	-3.1	0.6
Cc1ccc(S(=O)(=O)NNC(=O)Nc2ccc(C)c(C)c2)c(C)c1	0.9	1.4	3.1	2.6	-1.8	12.2	8.8	-2.4	0.8
c1ccc(-n2ncc3c2ncn2nnnc32)cc1	-0.4	27.1	22.1	14.6	-5.7	14.8	17.8	-1.1	0.2
CCS(=O)(=O)N1Cc2ccccc2CC1C(=O)NCCc1c[nH]c2ccccc12 (stereo unspecified)	-3.0	7.9	12.5	-14.0	4.4	0.4	16.7	1.0	1.1
CC[C@]12c3[nH]c4ccc(OC)cc4c3CCN1C(=O)C(CC(=O)NCCCN(C)C)C[C@@H]2C(=O)N1CCN(C(=O)C2CC2)CC1 (stereo partly specified)	0.2	23.1	-5.1	-10.0	-0.2	14.2	·	·	-1.0
CC(=O)N1CCc2cc(Br)cc(S(=O)(=O)CCC(=O)Nc3c(C)n(C)n(-c4ccccc4)c3=O)c21	0.2	-3.9	13.8	9.4	-0.6	1.5	-1.6	-1.4	0.7
COc1ccc2oc(C(=O)OCC(=O)N(C)c3ccccc3)c(C)c2c1	-0.9	6.2	-3.8	0.5	-1.8	7.4	26.7	-6.9	-0.4
Nn1c(SCC(=O)Nc2cc(S(=O)(=O)N3CCOCC3)ccc2Cl)nnc1-c1cccnc1	-0.3	4.2	-3.5	-4.5	2.0	-14.3	2.4	3.7	-0.1
O=C(NCc1ccco1)c1cnn2cccnc12	-0.2	2.4	3.4	5.0	-3.7	-2.0	-0.9	-1.9	1.4
C[C@@H]1C=C(C(=O)N2CCN(Cc3ccc4c(c3)OCO4)CC2)O[C@H](OCCCCO)C1	2.3	4.5	-27.8	-4.9	-0.6	17.7	21.0	-2.7	-0.2
CCCOc1ccc(C(=O)N(CC(C)C)c2c(N)n(Cc3ccccc3)c(=O)[nH]c2=O)cc1	0.9	10.5	20.3	5.1	3.2	-3.3	22.1	-0.4	0.6
Cc1nn(-c2ccccc2)c2sc(C(=O)OCC(=O)N3CCCCC3)cc12	0.7	8.5	19.6	8.7	5.9	28.2	13.7	-4.0	2.2
COc1cc(C2CC(=O)Oc3ccc(C(C)(C)C)cc32)cc(OC)c1OC (stereo unspecified)	-1.0	37.8	16.4	-13.2	2.3	6.9	·	·	-1.5
C[n+]1ccccc1/C=C/c1ccccc1Cl	1.7	13.2	4.4	3.1	-1.9	19.7	10.1	1.6	2.6
Cn1c(CNc2ccccc2)cc(=O)n(C)c1=O	0.8	11.6	5.6	6.3	-0.3	-44.3	9.5	-4.3	0.1
O=C1N(Cc2cccnc2)C[C@@H]2C[C@@H](c3cccc(OC4CCCC4)c3)N3CCC[C@@]123	0.0	19.4	27.1	6.3	-3.5	-22.7	-8.9	-5.5	-1.0
O=C(NC(=S)Nc1nc(-c2ccc(Cl)cc2)cs1)c1cccs1	-7.8	-1.9	-7.3	-8.9	-1.3	31.7	-2.0	-4.2	0.5
O=C(O)C1CC(c2ccccc2)=Nc2ccccc2S1 (stereo unspecified)	1.1	45.2	4.2	-1.1	3.6	-54.6	27.8	-3.7	6.6
COc1ccc(-c2nnn(CC(=O)N(CC(=O)NC3CCCC3)c3cccc(C)c3)n2)cc1OC	-1.1	9.1	13.7	12.9	-1.9	-9.7	1.3	-4.9	-0.7
CCOc1ccc(S(=O)(=O)n2cc(F)c(=O)[nH]c2=O)cc1	-0.2	18.8	8.9	-2.7	1.1	6.4	4.6	-1.1	0.8
CCn1c(=O)c(C(=O)NNC(=O)c2ccccc2Cl)c(O)c2ccccc21	-2.4	33.0	15.4	7.9	-5.5	33.9	17.5	-2.6	0.4
CCOC(=O)c1ccc(CN2Cc3ccccc3C2=O)cc1	-2.0	32.2	2.8	8.6	-2.8	-3.8	29.9	-4.3	-1.1
CC(=O)NC(c1ccc(Cl)cc1)c1c(O)ccc2ccc(O)cc12 (stereo unspecified)	-21.1	1.7	4.3	12.1	-0.9	28.6	7.2	-5.1	-1.2

3 compounds from above, reduced to APJ ag, tim10-1 inh and Mdm2 MdmX PPI.
Molecule | APJ ag | tim10-1 inh | Mdm2 MdmX PPI
CCn1c(=O)c(C(=O)NNC(=O)c2ccccc2Cl)c(O)c2ccccc21 | -2.6 | 15.4 | 33.9
O=C(NC(=S)Nc1nc(-c2ccc(Cl)cc2)cs1)c1cccs1 | -4.2 | -7.3 | 31.7
O=C1N(Cc2cccnc2)C[C@@H]2C[C@@H](c3cccc(OC4CCCC4)c3)N3CCC[C@@]123 | -5.5 | 27.1 | -22.7

(list continues)
SMILES	GRIN3A LBD mod	tim23-1 inh	tim10-1 inh	TIM10 inh	XBP1 UPR activ	Mdm2 MdmX PPI	NALP3 yeast inh	APJ ag	CHOP UPR activ
CCOC(=O)/C(C(N)=NCc1ccco1)=C(/O)c1ccccc1	-1.4	34.1	22.1	13.9	-1.1	22.3	-3.3	-2.6	-1.3
Cc1c(NC(=O)CN2C(=O)NC(C)(c3ccc(OC(F)F)cc3)C2=O)c(=O)n(-c2ccccc2)n1C (stereo unspecified)	-0.7	-18.8	-27.2	-0.2	0.8	11.8	3.5	-4.0	0.1
c1ccc(-c2ccccc2-n2cnnn2)cc1	1.5	-26.4	-6.9	-19.7	-1.0	14.6	-8.0	0.8	-0.9
COc1ccc(NC(=O)CSc2nnnn2-c2ccc(F)cc2)cc1	13.6*	-6.5	2.9	-11.5	-3.9	20.0	9.8	-1.3	0.0
O=C(CSc1nnnn1-c1cccnc1)Nc1ccccc1F	-0.3	10.5	14.7	6.4	-3.9	25.1	-12.0	0.8	0.3
O=C(Cc1c(F)cccc1Cl)N/N=C/c1cccs1	0.1	8.4	-18.6	-17.2	-3.2	17.9	3.9	-2.9	-0.7
COc1cccc(NC(=O)CSCc2cc(=O)n3nc(C4CC4)sc3n2)c1	0.8	1.9	2.9	3.5	-4.4	6.8	4.9	0.0	4.7
COCCNC(=O)C1CCC(Cn2c(=S)[nH]c3ccccc3c2=O)CC1 (stereo unspecified)	-1.4	9.3	22.0	-5.8	0.2	12.6	11.7	-3.0	1.0
Cc1ccc(NC(=O)COC(=O)CCNS(=O)(=O)c2ccc(C)c(C)c2)cc1	-3.7	22.7	18.5	10.6	-1.8	8.4	5.4	-2.4	2.1
O=C1NC(c2ccc(-c3ccccc3[N+](=O)[O-])o2)C(C(=O)c2ccc(F)cc2)C(O)(C(F)(F)F)N1 (stereo unspecified)	-0.4	13.5	4.4	20.0	-1.6	30.6	-4.0	4.7	0.4
COC1=C(Nc2ccc(C)cc2)C(=O)c2ccccc2C1=O	1.3	36.9	18.3	23.9	-0.9	-7.7	29.8	6.3	3.5
Cc1ccc(C(=O)c2c(NC(=O)CSc3nnc(N)s3)sc3c2CCCC3)cc1	-12.8	19.6	3.9	7.7	0.2	-27.3	20.6	-0.3	0.8
COc1ccc([C@@H]2[C@@H]3C(=O)N(C(C)(C)C)C(=O)[C@@H]3[C@]3(Cc4ccc(Cl)cc4)C(=O)N(c4cccc(Br)c4)C(=O)N23)cc1	2.0	17.2	12.8	13.4	1.2	36.2	-0.5	11.0	0.1
Oc1c(Br)cc(C2N=C(c3ccccc3Cl)NO2)cc1Br (stereo unspecified)	1.7	33.7	9.9	15.8	1.9	-5.9	-1.4	2.0	-0.4
Cc1ccc(NC(=O)Nc2ccc3oc(C)nc3c2)cc1	-7.0	-2.5	-13.1	4.2	0.1	-166.5	7.8	0.5	6.7
